From PubChem
SKBR3 24h inh – SK-BR-3 proliferation inhibitors, primary screen, cell-based, human, 24 h; actives 0.47% (n = 41,000); SK-BR-3 viability, CellTiter-Glo ATP luminescence; active compounds read low; viability, % at 10 µM;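 active = viability at or below the median of all test compounds minus 3 SD, in both replicates if run twice, cut at about 45% in these data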;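 note: 100% = median untreated cell wells and 0% = median positive control drug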
* = called active by the depositor. The list is partial; count on the stated rates, not on these rows.

SMILES	SKBR3 24h inh
Cc1ccc2[nH]c(=O)c(CN(Cc3ccco3)S(=O)(=O)c3c(C)ccc4nsnc34)cc2c1	111
COc1ccc(N2CCN(CCNS(=O)(=O)c3cccc4nsnc34)CC2)cc1	78
CCc1c(C)c2ccc(O)c(CN(C)C)c2oc1=O	94
CCOC(=O)N1CCN(C(=O)CSc2nc(-c3cccc(C)c3)ns2)CC1	67
COCCNC(=O)CN(C(=O)CCC(=O)Nc1cc(C)on1)c1ccccc1C	111
CCC(=O)c1cc2c(cc1NC(=O)C(C)C)OCCO2	81
CCn1c(C(O)c2ccc3c(c2)OCO3)nc2ccccc21 (stereo unspecified)	88
CCC(=O)c1cccc2c1N=CC1=C(CC(C)(C)CC1=O)N2	89
Fc1ccc(Cn2nnc(-c3ccc(CN4CCOCC4)cc3)n2)cc1	84
CC(C)NC(=O)Cn1cnc2c1c(=O)n(C)c(=O)n2C	97
O=C(Nc1cccc2nsnc12)c1ccc(F)cc1	108
COC(=O)c1sccc1NC(=O)CN1CCN(c2ccc(F)cc2)CC1	81
O=C(Nc1ccc(NC(=O)C2CC2)nc1)c1ccccn1	84
CCOc1cccc(N2C(=O)CC(N(CCc3ccc(OC)c(OC)c3)C(=O)CC)C2=O)c1 (stereo unspecified)	96
O=C(CC1COc2ccccc2O1)NCc1ccccc1 (stereo unspecified)	88
COC(=O)c1cc(Br)c(=O)n(-c2cc(C)on2)c1	94
CCOc1ccc(C2C3=C(CCCC3=O)Nc3nc(C(F)(F)F)nn32)cc1OC (stereo unspecified)	94
COC(=O)c1c(NC(=O)c2c(C)noc2C)sc2c1CCCCCC2	93
Cc1cc(C)n(-c2c(F)c(F)c(CN3CCCCC3)c(F)c2F)n1	76
OCCN1CCN(C(=S)c2ccc(Cl)cc2)CC1	112
CCNC(=O)Nc1cc2nc(C)n(Cc3ccc(Br)cc3)c2nc1C	80
COCCNC(=O)c1ccc(N(C)S(=O)(=O)c2ccc(OC)c(OC)c2)cc1	90
CCOc1ccccc1N=C1NC(=O)CS1	85
COC(=O)CCC(=O)Nc1ccc(S(=O)(=O)N2CCCCCC2)cc1	116
Cc1cc(C)c2[nH]c(=O)c(C(c3nnnn3CC3CCCO3)N3CCC(C)CC3)cc2c1 (stereo unspecified)	72
New compounds follow.
SMILES	SKBR3 24h inh
O=C(Cc1cccs1)N1CCCC(c2nc(-c3ccc(S(=O)(=O)N4CCCC4)cc3)no2)C1 (stereo unspecified)	72
COC(=O)C1=C(NC(=O)c2ccc(C)c(C)c2)CCS1	90
CCOc1ccc(N(CC(=O)NCCCOC)S(C)(=O)=O)cc1	96
CC(CC1C(C#N)=C(N)SC(N)=C1C#N)c1ccccc1 (stereo unspecified)	99
Cc1cc(C)nc(NS(=O)(=O)c2cccs2)c1	89
Cc1cc(C(F)F)n2nc(C(=O)Nc3cccc(C(F)(F)F)c3)nc2n1	92
CCOc1cccc(Oc2ccc(C(F)(F)F)cn2)c1	96
CCOc1ccccc1OCc1nn2c(-c3ccc(C)cc3)nnc2s1	85
CC1C(c2ccccc2)N(C)CCC12NC(=O)NC2=O (stereo unspecified)	83
C=CCn1c(SCC(=O)Nc2ccccc2OC)nnc1-c1ccco1	102
CC1CCN(c2nc3c(c(=O)[nH]c(=O)n3C)n2CCSc2nc3ccccc3o2)CC1	92
COC(=O)c1c(C(=O)NCc2ccccc2)ncn1CC(O)COc1ccccc1 (stereo unspecified)	70
CN1CCN(Cc2c(O)ccc3c(-c4ccccc4)cc(=O)oc23)CC1	98
CC(=O)c1ccc(Nc2ncnc3c2oc2ccccc23)cc1	77
CC(=O)Nc1cc(S(=O)(=O)C(F)(F)F)ccc1Cl	94
OCCN1CCOCCN(CCO)CCN(CCO)CC1	89
Cc1cc2c(c(=O)n1Cc1cccnc1)C(c1ccc(F)cc1)C(C#N)=C(N)O2 (stereo unspecified)	107
COc1ccccc1C(=O)NC(=Nc1nc2ccccc2o1)NC(=O)c1ccccc1OC	164
COC(=O)COc1ccc(S(=O)(=O)NCc2cccnc2)cc1	86
O=[n+]1c2c(n([O-])c3cc(F)c(N4CCCC4)cc31)CCCC2	89
CCc1c(C)[nH]c2ccccc2c1=O	100
CCC(C)NS(=O)(=O)c1ccc(NS(C)(=O)=O)cc1 (stereo unspecified)	90
CC1(C)NC(=O)N(CCOc2cccc(Cl)c2Cl)C1=O	102
CCOC(=O)N1CCN(C(=O)c2cn(-c3ccc(C)c(C)c3)c(=O)c3ccccc23)CC1	104
O=C(CSc1nnc(-c2ccncc2)n1Cc1ccco1)Nc1ccccc1Cl	79

An excerpt from above in order of molecular weight, low to high:
SMILES	SKBR3 24h inh
CCOc1cccc(Oc2ccc(C(F)(F)F)cn2)c1	96
CC(=O)Nc1cc(S(=O)(=O)C(F)(F)F)ccc1Cl	94
CC1(C)NC(=O)N(CCOc2cccc(Cl)c2Cl)C1=O	102
COC(=O)COc1ccc(S(=O)(=O)NCc2cccnc2)cc1	86
CN1CCN(Cc2c(O)ccc3c(-c4ccccc4)cc(=O)oc23)CC1	98
CCOc1ccccc1OCc1nn2c(-c3ccc(C)cc3)nnc2s1	85
Cc1cc2c(c(=O)n1Cc1cccnc1)C(c1ccc(F)cc1)C(C#N)=C(N)O2 (stereo unspecified)	107
COC(=O)c1c(C(=O)NCc2ccccc2)ncn1CC(O)COc1ccccc1 (stereo unspecified)	70

(continued)
SMILES	SKBR3 24h inh
O=C(CSc1nccc(=O)[nH]1)N1CCCc2ccccc21	90
COC(=O)/C(=C1/Oc2cc3c(cc2S1)OCO3)C(F)(F)F	99
O=C1CC(c2ccc3c(c2)OCO3)Sc2nc3ccccc3n21 (stereo unspecified)	77
CSc1nc(N2CCCC2)c2c(c1C#N)CC(C)(C)OC2	86
CN(C)S(=O)(=O)N1CCN(CC(O)COc2ccc3cc(Br)ccc3c2)CC1 (stereo unspecified)	87
CCOc1ccc2c(c1)n([O-])c1c([n+]2=O)CCCC1	103
CCCCOC(=O)Cn1cnc2ccc(Br)cc2c1=O	119
COc1ccc(CNc2nc(-c3cccnc3)nn2C(=O)c2cccs2)cc1	84
Cc1cccc2cc3c(N)c(C#N)sc3nc12	96
COc1ccc(C2N3CC4(C)CN2CC(C)(C3)C4)cc1OC (stereo unspecified)	100
Cc1ccc(S(=O)(=O)NC(CC(=O)O)c2ccccc2)c(C)c1 (stereo unspecified)	111
CCOCCCNc1nc(=S)[nH]c2cc(OC)c(OC)cc12	90
Cc1nn(-c2ccccc2)c2c1C(c1ccco1)C(C#N)=C(N)O2 (stereo unspecified)	127
Brc1ccc(-c2cnnc(N3CCCC3)n2)cc1	82
O=C(NCC1CCCO1)c1cc2ccccc2[nH]1 (stereo unspecified)	109
O=C(c1ccccc1Cl)N1CCCC(c2nc3c(nnn3Cc3ccccc3)c(=O)[nH]2)C1 (stereo unspecified)	124
CCCCS(=O)CC(CS(=O)CCCC)OC(=O)c1ccccc1 (stereo unspecified)	88
Cc1c(C(=O)O)oc2c1C(O)CC(C)(C)C2 (stereo unspecified)	99
O=c1[nH]c(SCc2n[nH]c(=S)n2-c2ccccc2)nc2ccccc12	96
O=C1c2[nH]nc(-c3ccccc3O)c2C(c2cccc(Cl)c2)N1Cc1ccco1 (stereo unspecified)	84
O=C(O)CCN(CCC(=O)O)c1nnc(SCc2ccccc2)s1	98
COc1ccc(N(C)C(=O)CCC(=O)Nc2ccc3nc(N4CCOCC4)cc(C)c3c2)c(OC)c1	61
CCOC(=O)c1cccc(NC(=O)CSc2nnc(-c3ccncc3)n2CCCOC)c1	75
CCn1c(C)c2c(C)nnc(C)c2c1C	88
O=C(Oc1ccccc1)c1ccc(COC(=O)c2cnccn2)cc1	69
(listing goes on)
SMILES	SKBR3 24h inh
CN1CCN(CC(C)(C)NS(=O)(=O)c2ccc(Cl)cc2)CC1	70
CC(OC(=O)c1cccs1)C(=O)NCC1CCCO1 (stereo unspecified)	92
CCOC(=O)c1cnc(-n2nc(C)cc2C)nc1NCc1ccccc1	87
O=C(O)C1CCCN1S(=O)(=O)c1cc(Cl)ccc1Cl (stereo unspecified)	87
Cc1ccnc(N2CCC(C(=O)Nc3ccc(Oc4ccccc4)cc3)CC2)n1	103
CCn1c(=N)n(CC(O)c2ccco2)c2ccccc21 (stereo unspecified)	86
C/C(=N\n1nnnc1Nc1ccccc1)c1ccc(N)cc1	93
CC(C)OC(=O)c1nn2c(C(F)(F)F)cc(-c3ccc(Br)o3)nc2c1Br	97
Cc1cccc(OCC(=O)OCC(=O)c2c(N)n(C)c(=O)n(C)c2=O)c1	95
COc1ccc(S(=O)(=O)NCCc2csc(C)n2)cc1C	76
O=C(NCCc1ccccc1)C1CCCN(S(=O)(=O)c2cccnc2)C1 (stereo unspecified)	85
COc1ccccc1OCC(=O)Nc1ccc(S(=O)(=O)N2CCCCCC2)cc1	86
O=C(NCCOc1ccccc1)c1cc2ccccc2o1	86
COc1ccc(C(=S)N(C)C)cc1OC	105
O=C(COc1ccccc1)n1nc(-c2ccc(Cl)cc2)nc1NCc1ccco1	98
COc1ccc(OC)c(NC(=O)Cc2coc3ccc(C)cc23)c1	79
CN(C)C(=O)c1c(-c2ccccc2)oc2ccc(O)cc12	81
COc1ccccc1C(CCN(Cc1cccs1)C(C)=O)c1ccco1 (stereo unspecified)	88
Cc1[nH]nc(N=CC2=C(O)CC(C)(C)CC2=O)c1-c1ccc(Cl)cc1	94
CCn1c(CC(=O)Nc2ccc(C)cc2)nnc1SCC(=O)NCc1ccccc1	85
CCOc1ccccc1C1C(C(=O)OC)=CN(C)C=C1C(=O)OC	87
O=C(CSc1nnc(Cc2ccccc2)n1Cc1ccco1)NC12CC3CC(CC(C3)C1)C2	96
CCOc1ccc(-c2nnn(CC(=O)c3ccc4c(c3)OCCO4)n2)cc1OCC	95
Cn1c(=O)oc2cc(S(=O)(=O)NCC3CCCO3)ccc21 (stereo unspecified)	86
Cc1nn(C/C(C#N)=N\O)c(C)[n+]1N	90
Later entries:
SMILES	SKBR3 24h inh
COC(=O)CSc1nnc(-c2ccccc2OC)o1	90
CC1(N2CCOCC2)CC2(O)C(=[N+]1[O-])CCc1nonc12 (stereo unspecified)	100
Cc1cc(S(=O)(=O)N2CCN(c3c(C)cccc3C)CC2)ccc1F	89
Cn1c(=O)c2c([nH]c(=O)n2C)n(C)c1=O	98
COc1cc(C(=O)NCC2CCCO2)ccc1OCc1c(C)noc1C (stereo unspecified)	100
O=C(NC12CC3CC(CC(C3)C1)C2)N1CCCC(CO)C1 (stereo unspecified)	87
CS(=O)(=O)N1CCN(C(=O)c2ccc(F)cc2)CC1	84
N#Cc1c(-c2ccco2)cc(-c2cccnc2)nc1N	120
CSc1ccc(S(=O)(=O)Nc2ccc(F)cc2)cc1	103
COc1cc(C2C(C(=O)c3cccs3)=C(O)C(=O)N2c2cc(C)on2)ccc1O (stereo unspecified)	86
Cc1ccc(NC(=O)c2cc(NC(=O)c3ccco3)ccc2N2CCOCC2)cc1	93
Cc1nnc2c3cnn(-c4ccc(Cl)cc4)c3ncn12	81
Cn1ccnc1SCC(=O)Nc1cccc(C(F)(F)F)c1	101
CC1CCCCN1C(=O)Cc1ccc(F)cc1 (stereo unspecified)	92
Cc1nc2ccc(NC(=O)N3CCN(c4ccccn4)CC3)cc2s1	77
Cc1cc(C)n(C(=O)CSc2nc3ccccc3o2)n1	119
COC(=O)c1[nH]c2ccc(Br)cc2c1NC(=O)C(C)N1CCN(C2CCCCC2)CC1 (stereo unspecified)	85
CCN1C(=O)CC(N2CCN(c3ccc(OC)cc3)CC2)C1=O (stereo unspecified)	84
O=S(=O)(NCc1ccc2c(c1)OCO2)c1ccc2c(c1)oc1ccccc12	85
CCN(CC)C(=O)CSc1nnc([C@H](Cc2c[nH]c3ccccc23)NC(=O)OC(C)(C)C)o1	92
CCCN1C(=O)c2ccc(C(=O)NC3=NCCS3)cc2C1=O	98
O=c1ccnc(SCc2ccccc2Cl)[nH]1	102
COc1cccc(N2CC(C(=O)OC(C)C(=O)c3ccccc3)CC2=O)c1 (stereo unspecified)	85
COc1ccc(OC)c(S(=O)(=O)N2CCCCC2C(=O)N2CCN(c3ccccn3)CC2)c1 (stereo unspecified)	87
Cc1ccc(CNC(=O)C2CC(=O)OC23CCCC3)c(C)c1 (stereo unspecified)	102

Taken from above.
CCN1C(=O)CC(N2CCN(c3ccc(OC)cc3)CC2)C1=O (stereo unspecified) | SKBR3 24h inh: 84
O=C(NC12CC3CC(CC(C3)C1)C2)N1CCCC(CO)C1 (stereo unspecified) | SKBR3 24h inh: 87
Cc1nc2ccc(NC(=O)N3CCN(c4ccccn4)CC3)cc2s1 | SKBR3 24h inh: 77
Cc1cc(C)n(C(=O)CSc2nc3ccccc3o2)n1 | SKBR3 24h inh: 119

Later entries
SMILES	SKBR3 24h inh
COc1ccc(NC(=O)CSc2nnc(CNC(=O)c3ccco3)n2-c2ccccc2OC)cc1	77
CCN(CC)S(=O)(=O)c1ccc2c(c1)c(=O)c(C(=O)N1CCN(c3ccccc3)CC1)cn2C	98
CCN(CC)CCN1C(=O)c2ccccc2NC1c1cccc(F)c1 (stereo unspecified)	97
O=C(Nc1ccccc1F)c1cc(S(=O)(=O)N2CCCCC2)cs1	87
C=CCn1c(SCc2ccc(C(=O)OC)cc2)nnc1-c1sc(N)nc1C	109
c1ccc(COc2ccc(CNn3cnnc3)cc2)cc1	92
Cc1nc(NC2=NCN(CCN3CCOCC3)CN2)nc2c(C)cccc12	129
O=C(c1ccco1)N1CCN(C(=O)c2cc(-c3ccncc3)nc3ccc(Br)cc23)CC1	75
O=C(CSc1nnc(-c2cccs2)o1)c1cccs1	98
Cc1occc1C(=O)NC(C)C1CCCO1 (stereo unspecified)	88
CN(C)S(=O)(=O)NC(c1ccccc1)c1ccccc1	98
CCOc1ccc2c(c1)n(CO)c(=S)n2CO	92
CCOC(=O)CSc1nc2cc(OCC)ccc2cc1C#N	90
